zVAD death inh – inhibitors of zVAD-triggered necroptosis, primary screen, L929 cells; AID 1377, 2008; L929 zVAD necroptosis rescue, ATP luminescence, 24 h; with zVAD 60 µM; 220,000 tested, 0.38% active; viability rescue, % at 10 µM;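 active = activation, scaled between plate controls, above about 75%, limit read from the data; inactive = activation under that limit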;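 note: 0% = zVAD with DMSO and 100% = DMSO alone without zVAD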
14-3-3 Bad PPI – inhibitors of 14-3-3 zeta/Bad binding, primary screen, biochemical, TR-FRET, bovine 14-3-3 zeta; 14-3-3 protein zeta/delta (Bos taurus), P63103; TR-FRET 14-3-3zeta/Dy647-pBad peptide displacement, 1 h; inhibition, % at 21.7 µM; 220,000 tested, 0.71% active;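 active = inhibition above about 70%, limit read from the data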;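 note: 0% = full 14-3-3 plus peptide FRET controls and 100% = background without 14-3-3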
Target sequence (P63103 whole entry, looked up): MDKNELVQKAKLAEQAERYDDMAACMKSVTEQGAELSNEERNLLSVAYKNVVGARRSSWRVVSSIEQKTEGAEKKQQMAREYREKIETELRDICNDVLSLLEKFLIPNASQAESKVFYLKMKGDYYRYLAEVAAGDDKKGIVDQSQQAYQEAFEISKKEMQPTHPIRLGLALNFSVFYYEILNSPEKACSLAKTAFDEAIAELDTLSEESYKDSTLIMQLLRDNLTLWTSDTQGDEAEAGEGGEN
Runt-CBFb FRET – inhibitors of RUNX1 Runt–CBFb binding, primary screen, biochemical, FRET, Cerulean-Runt, Venus-CBFb, uHTS. Runt-related transcription factor 1 (Homo sapiens) + Core-binding factor subunit beta …. Cerulean-Runt/Venus-CBFb FRET ratio 530/480, 1 h. 220,000 tested, 0.46% active. AID 1496, 2009. inhibition, % at 20 µM;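 active = inhibition over about 50% at 20 µM in the single-dose screen, limit read from the data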;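 note: 0% = DMSO wells and 100% = excess unlabeled CBFb competitor control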
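Assay system: Cerulean-tagged RUNX1 Runt domain (FRET donor) fusion protein / Amount: 100 nM each of Venus-CBFb and Cerulean-Runt domain / Medium: Tris buffer pH 7.5 with salts and BSA / Also added: Venus-CBFb 100 nM / Schedule: 1 h complex formation plus 1 h compound treatment, room temperature / Signal: FRET fluorescence / Read-out: loss of energy transfer signal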
Hck-Nef inh – inhibitors of Nef-activated human Hck kinase, primary screen, biochemical, Z-Lyte FRET, 384-well, Hck-YEEI; Recombinant Hck-YEEI plus Nef, Z-Lyte FRET kinase assay; 220,000 tested, 0.68% active; AID 463187, 2010; Tyrosine-protein kinase HCK (Homo sapiens), P08631; inhibition, % at 20 µM;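 active = Hck-Nef kinase inhibition above about 50%, limit read from the data; inactive = inhibition below that limit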;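 note: 0% = DMSO with Hck plus Nef and 100% = Hck alone without Nef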
EBV gp42 inh – Epstein-Barr virus gp42 inhibitors, primary screen, biochemical, uHTS, fluorescence polarization. Glycoprotein 42 (Epstein-Barr virus (strain AG876)), Q1HVG2. inhibition, % (tested at 21.74 µM). 220,000 tested, 0.42% active. Fluorescence polarization binding assay, mP read-out; in the data active = inhibition above about 50%
Target sequence (Q1HVG2 whole entry, looked up): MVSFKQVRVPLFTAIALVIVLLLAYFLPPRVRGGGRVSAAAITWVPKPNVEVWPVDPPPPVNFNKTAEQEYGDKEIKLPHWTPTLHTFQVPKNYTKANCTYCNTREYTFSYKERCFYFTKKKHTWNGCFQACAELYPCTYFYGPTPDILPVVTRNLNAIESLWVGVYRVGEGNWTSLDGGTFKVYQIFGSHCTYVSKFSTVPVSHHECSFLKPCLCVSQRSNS
Mdm2 ligase inh – MDM2-luciferase reporter signal enhancers, primary screen, MDM2 E3 ligase inhibitor project, cell-based, luminescence, 1536-well | E3 ubiquitin-protein ligase Mdm2 (Homo sapiens), Q00987 | cell-based MDM2 ubiquitination luciferase reporter, 2 h; 0 = plate control, 100 = twice control, blank-subtracted | signal enhancement, % at 5 µM | 210,000 tested, 0.11% active;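 active = signal enhancement of 30% or more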;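 note: luminescence tracks abundance of the self-degrading MDM2-luciferase fusion protein; higher signal means inhibition of MDM2 E3 ligase activity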
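Assay system: stable mammalian line carrying autodegrading MDM2–luciferase fusion reporter; Input: 2000 cells in each well; Compound dosing: single-point 5 µM; Schedule: 2 h compound exposure at 37 °C; Signal: SteadyLite luciferase luminescence after 15 min room-temperature reagent incubation; Evaluation: % luminescence enhancement versus blank-corrected plate control mean; Benchmarks: plate controls and plate blanks.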
Runt-SMMHC FRET – inhibitors of RUNX1 Runt–CBFb-SMMHC binding, primary screen, biochemical, FRET, Cerulean-Runt, Venus-CBFb-SMMHC, uHTS. Runt-related transcription factor 1 (Homo sapiens) + Core-binding factor subunit beta …. Cerulean-Runt/Venus-CBFb-SMMHC FRET ratio 530/480, 1 h. inhibition, % at 20 µM. 220,000 tested, 0.74% active. AID 1434, 2008;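 active = mean inhibition across duplicate retests at 20 µM reaching about 50%, limit read from the data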;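 note: 0% = DMSO wells and 100% = wells with excess untagged CBFb-SMMHC; inhibitors lower the FRET ratio by blocking Runt binding to CBFb-SMMHC; some results filed as inactive read as strong as hits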
p47phox inh – p47phox/p22phox peptide binding inhibitors, primary screen, biochemical, uHTS, NADPH oxidase regulatory subunit; inhibition, % at 24.7 µM; 220,000 tested, 0.53% active; Neutrophil cytosol factor 1 (Homo sapiens), P14598; fluorescence polarization, 2 h; AID 1274, 2008;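 active = inhibition above about 30%, limit read from the data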;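 note: 0% = p47phox with labelled peptide and 100% = labelled peptide alone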
Target sequence (P14598 whole entry, looked up): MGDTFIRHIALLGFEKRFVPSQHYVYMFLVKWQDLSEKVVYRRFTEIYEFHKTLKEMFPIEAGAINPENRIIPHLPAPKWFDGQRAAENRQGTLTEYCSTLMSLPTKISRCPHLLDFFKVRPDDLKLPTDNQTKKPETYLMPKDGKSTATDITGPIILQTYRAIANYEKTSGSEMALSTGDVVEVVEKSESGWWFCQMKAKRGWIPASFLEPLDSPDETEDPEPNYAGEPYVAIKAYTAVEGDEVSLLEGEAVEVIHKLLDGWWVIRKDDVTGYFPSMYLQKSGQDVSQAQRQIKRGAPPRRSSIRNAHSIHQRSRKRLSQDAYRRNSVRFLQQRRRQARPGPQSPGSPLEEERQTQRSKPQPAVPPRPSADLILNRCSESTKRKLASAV
TbHK1 inh – Trypanosoma brucei hexokinase 1 inhibitors, primary screen, biochemical, G6PDH-coupled NADH absorbance, MLSCN library | 220,000 tested, 0.11% active | inhibition, % at 10 µM | AID 1430, 2008 | recombinant TbHK1, G6PDH-coupled NADH A340;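 active = inhibition of 50% or more in the single-dose primary screen; inactive = inhibition below 50%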
Starred values were filed as active, the others as inactive; . = not tested or not shown; [ ] = another dose, or the depositor's remark.

mol	Runt-SMMHC FRET	Mdm2 ligase inh	Runt-CBFb FRET	zVAD death inh	TbHK1 inh	EBV gp42 inh	p47phox inh	14-3-3 Bad PPI	Hck-Nef inh
Cc1ccc(N2CCN(CCc3nc4cc(NC(=O)c5ccco5)ccc4n3C)CC2)cc1	0	-4	-1	1.4	4	4	-10	3	3
COC(c1ccccc1)c1nnc(CCC(=O)N2CCN(Cc3cccs3)CC2)o1 (configuration not stated)	-1	-38	2	0.2	5	0	-4	8	12
CC(=O)Nc1ccc(NC(=O)Cn2ccc([N+](=O)[O-])n2)cc1	-57	-12	-1	0.3	-2	-16	4	-7	13
O=C(NCc1n[nH]c(=S)n1-c1cccc(Cl)c1)c1cccs1	3	-7	6	0.5	-3	-7	-6	-9	6
C=CCNC(=S)N/N=C/c1cccc([N+](=O)[O-])c1	-3	-10	2	0.3	-8	-7	-6	-6	24
Cn1cnnc1Sc1nc2ccccc2nc1NS(=O)(=O)c1ccccc1	28	-1	9	0.9	-15	-7	-8	9[fluorescence artefact?]	-6
Cc1[nH]c2ccccc2c1C(=O)COC(=O)C1CCC(=O)N1 (configuration not stated)	3	-21	0	0.4	2	-27	-3	-3	1
Cc1cc(/C=N/NC(=O)c2cccc(F)c2)c(C)n1-c1ccccc1	-2	-57	2	2.9	-9	3	-17	-12	15
Nc1ccc(C(=O)OCC(=O)N2CCOCC2)cc1[N+](=O)[O-]	2	-6	0	0.1	-1	14	2	-1	1
O=C(CSc1nnc(-c2ccc(F)cc2)o1)N1CCN(C(=O)c2ccco2)CC1	1	-7	1	2.5	-3	-12	-13	-4[fluorescence artefact?]	1
Cc1ccc(NC(=O)Nc2ccc3c(c2)C(=O)OC3)cc1Cl	-1	-6	1	1.2	-20	-12	-54	15	36
O=C(CCN1C(=O)c2cccc3cccc(c23)C1=O)N1CCN(Cc2ccc3c(c2)OCO3)CC1	-5	-2	-1	0.0	-29	-20	1	-3	-2
O=C(N/N=C/c1cn[nH]c1-c1ccc(F)cc1)c1ccncc1	3	-8	-4	1.1	-11	2	6	-15	2
CCOC(=O)c1ccc(OCC(=O)c2ccc(O)cc2O)cc1	0	-14	0	0.0	-45	-20	-8	13[fluorescence artefact?]	2
COc1cccc(CC2(CO)CCCN(Cc3c(C)cc(C)cc3-n3cccn3)C2)c1 (configuration not stated)	2	-16	0	-1.5	-21	2	-27	-12	2
CCc1cccc(CC)c1NC(=S)NCCc1c(C)[nH]c2ccccc12	4	.	0	.	4	-4	-9	-5	-5
Cc1cc(-c2csc(NC(=O)c3cccc(S(=O)(=O)N(C)C)c3)n2)c(C)n1-c1ccccc1	-23	4	-7	.	-13	-13	-59	0	2
CC(C)[C@@H](C(=O)NCC1CCC(C(=O)O)CC1)n1nnc2ccccc2c1=O (some centres not stated)	0	-13	0	0.3	0	-7	-13	-5[fluorescence artefact?]	0
CCOc1ccccc1C(=O)Nc1cccc(-c2nnc(-c3ccccc3)o2)c1	-10	9	-4	0.0	-13	-37	6	57[fluorescence artefact?]	16
C/C=C/c1ccc(OCCn2cncn2)c(OC)c1	0	-13	-1	0.1	3	-6	3	84*	-1
COc1ccc(OC)c(NC(=O)c2nnn(Cc3ccc(Br)cc3F)c2N)c1	-2	-9	1	3.4	-1	5	-6	4	18
COc1ccc(Oc2nc(Oc3ccc(OC)cc3)nc(Oc3ccc(OC)cc3)n2)cc1	0	-17	4	-0.2	3	-4	-3	8[fluorescence artefact?]	2
Cc1nc2ccccc2c(=O)n1NC(=O)C1CC1	0	.	-2	-0.1	0	-9	-9	-4	1
COc1ccc(-n2nc(C(=O)NCc3ccco3)c3c4ccccc4n(C)c3c2=O)cc1Cl	-6	-21	-3	1.3	-8	-26	-4	5	-3
COC(=O)N/N=C/c1ccc(OC(=O)c2ccco2)c(OC)c1	-3	-9	0	0.4	-13	-8	4	1	8
C=CCn1c(=N)n(CC(O)c2ccco2)c2ccccc21 (configuration not stated)	-1	-12	0	0.7	5	4	-12	4	1
O=C(Nc1cc(C(F)(F)F)ccc1F)C1CCCC1	-6	-14	-2	1.1	-1	-7	-10	-19	0
COc1ccc(C(=O)NC2CCN(C(=S)Nc3cccc(C)c3)CC2)cc1	4	-20	2	-0.3	6	-5	-4	-15	-2
CC(C)Cc1nnc(NC(=O)CSc2nc(-c3ccccc3)cc(=O)[nH]2)s1	-2	-9	-2	0.4	-1	-4	-22	-11	2
COc1ccc(/C=C2\CCCC3C2=NN(C(=O)c2scnc2C)C3c2ccc(OC)cc2)cc1 (configuration not stated)	4	-13	-5	-0.7	-18	-6	-11	-1	-3
O=C(NC1CCCc2ccccc21)C1CCC(CNS(=O)(=O)c2cccc3nsnc23)CC1 (configuration not stated)	-2	0	83*	-0.3	2	13	7	8[fluorescence artefact?]	0
CCCCCCCc1ccc(-c2ccc(O)cc2)nc1	0	-1	-1	-0.6	17	-3	5	-7	16
COC(=O)CCC(=O)c1oc2ccccc2c1NC(=O)CCCN1C(=O)c2ccccc2C1=O	-6	-6	-3	0.9	-10	-9	3	-10	1
CCOC(=O)c1[nH]c2ccccc2c1NC(=O)CN1CCCCC1	3	-3	-1	1.1	-1	-4	-1	12	1
COc1cccc(C=Nc2ccccc2C(=O)Nc2nccs2)c1OC	52*	-9	24	1.4	-1	1	1	10	6
CCCCOc1ccccc1NC(=O)CC1SC(=NCC)N(CC)C1=O (configuration not stated)	2	-30	-2	0.5	5	-6	13	76*	1

Single records, from the list above. Order of screens: Runt-SMMHC FRET, Mdm2 ligase inh, Runt-CBFb FRET, zVAD death inh, TbHK1 inh, EBV gp42 inh, p47phox inh, 14-3-3 Bad PPI, Hck-Nef inh
`CC(C)Cc1nnc(NC(=O)CSc2nc(-c3ccccc3)cc(=O)[nH]2)s1` across the screens: -2, -9, -2, 0.4, -1, -4, -22, -11, 2
`COc1cccc(C=Nc2ccccc2C(=O)Nc2nccs2)c1OC` across the screens: 52*, -9, 24, 1.4, -1, 1, 1, 10, 6

(continued)
mol	Runt-SMMHC FRET	Mdm2 ligase inh	Runt-CBFb FRET	zVAD death inh	TbHK1 inh	EBV gp42 inh	p47phox inh	14-3-3 Bad PPI	Hck-Nef inh
Cc1ccc(-n2nc3cc(C)c(NC(=S)NC(=O)/C=C/c4ccco4)cc3n2)cc1	-12	-10	1	-0.5	-22	-24	-15	-3[fluorescence artefact?]	14
O=C(Cn1nnc2c(cnn2-c2ccc(F)cc2)c1=O)OC1CCCCC1	0	-20	-1	0.1	-11	-4	-10	-3	-3
COc1ccccc1Nc1cc(C(=O)NCc2cccnc2)c2ccccc2n1	3	-17	2	0.0	-11	-5	3	1	16
O=S(=O)(NCC1CCCO1)c1cccc(C(F)(F)F)c1 (configuration not stated)	-1	-3	-2	-0.1	4	-5	-1	5	1
CC(=O)c1c(C)n(C)c2ccc(OC(=O)c3ccco3)cc12	-2	-11	2	0.1	6	-2	-14	-10	17
COc1cccc(NC(=O)Nc2cc(C)ccc2F)c1	2	-3	1	38	0	14	-4	5	0
CCN(CC)c1nc2ccccc2nc1C(C#N)C(=O)NCCc1ccccc1 (configuration not stated)	59*	-8	34	-0.2	-9	78*	-21	-1	2
CCCOC(=O)c1ccc(NC(=O)CC(C)(C)C)cc1	.	-7	.	71	-2	-5	-2	-8	18
Cc1cccc(NC(=O)CN2C(=O)N/C(=C/c3cc(C)n(C)c3C)C2=O)c1	-20	-4	-6	0.9	-11	-6	-16	-7	-15
N#CCCC12CCCCC1=Nc1ccccc12 (configuration not stated)	-1	5	-2	1.4	4	-1	1	-6[fluorescence artefact?]	-6
Cc1cc(C)cc(NC(=O)NN2C(C)CCCC2C)c1 (configuration not stated)	-3	-16	0	4.3	-3	-8	-13	-14	-2
COCCNC(=O)COC(=O)/C=C/c1cnc2ccccc2n1	3	6	-3	0.0	-27	-10	-13	-20[fluorescence artefact?]	1
Cn1ncc(Br)c1C(=O)Nc1ccc(Cl)cn1	-2	-4	1	1.6	-8	17	-1	4	1
CCOc1ccc(NC(=O)C(CC)NC(=O)c2ccccc2CO)cc1 (configuration not stated)	-1	-14	1	-0.5	0	-3	-12	-4	-1
O=C(COc1ccc(Br)cc1)N1CCN(S(=O)(=O)/C=C/c2ccccc2)CC1	1	3	-1	-0.2	0	-24	-9	-8	2
CCn1c(SCC(=O)Nc2nc3ccc(C)cc3s2)nc2c(c1=O)SC(C)C2 (configuration not stated)	-2	-12	-2	0.2	-9	-16	-14	-2	1
CCOc1cc(N2CCOCC2)c(OCC)cc1NC(=O)CSc1cccc[n+]1[O-]	0	-16	6	0.1	3	-11	24	53[fluorescence artefact?]	1
O=C(Cn1cnc2ccccc2c1=O)c1ccc(Br)cc1	5	11	0	-0.1	4	2	.	-3	8
CCCCCn1nc(C)c2c(C)cc(=O)[nH]c21	-2	6	-4	-0.4	-1	0	-5	-4	4

Screening results (PubChem BioAssay)
